# Compound activity as filed in PubChem.
# 14-3-3 PPI – alters human 14-3-3 gamma binding to Raf peptide; P61981; FP, 14-3-3gamma / TMR-pS259-Raf peptide binding; inhibition, % at 40 µM; hit rate 0.19% among 160,000; AID 422; in the data active means inhibition above about 30%;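 further: 0% = protein plus tracer without compound and 100% = blank with tracer alone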
# Target sequence (P61981 whole entry, looked up): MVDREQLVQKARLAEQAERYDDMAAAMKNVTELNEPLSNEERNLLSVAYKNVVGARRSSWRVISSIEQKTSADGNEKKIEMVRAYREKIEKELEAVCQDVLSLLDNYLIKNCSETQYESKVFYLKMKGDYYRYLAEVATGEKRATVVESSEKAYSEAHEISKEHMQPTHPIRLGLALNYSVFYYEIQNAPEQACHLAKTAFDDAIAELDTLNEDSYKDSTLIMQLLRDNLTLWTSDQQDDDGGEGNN
# The depositor's hits bear a star; & = joins results of further samples. This is a subset, so the mix of outcomes need not match the whole.
SMILES,14-3-3 PPI
Cc1cccc(NC(=O)CSc2nnc(-c3ccc(S(=O)(=O)N4CCCC4)cc3)o2)c1,0.7
Cc1ccc([N+](=O)[O-])c2c1NCC1CC=CC21 (centres undefined),-27.1
CCc1ccc(OC(=O)c2cccc(C(=O)OC)n2)cc1,-26.8
O=c1[nH]cnc2nc3n(c12)CCCCC3,-3.9
Cc1ccc(-c2nc3ccccn3c2Nc2ccccc2)o1,-7.4
O=C(NCCN1CCOCC1)c1ccc2c(c1)N(Cc1ccccc1)C(=O)CS2,3.8&-0.1
CCN(CC)S(=O)(=O)c1cc(-c2nnc(-c3ccc(Br)cc3)o2)ccc1Cl,0.4
CCOC(=O)c1cnc2ccc(Br)cc2c1NCC(C)O (centres undefined),-0.6&-5.7
O=c1c2ccccc2nc(SCc2nnc(-c3ccccc3Br)o2)n1Cc1ccco1,-2.1
CCSc1oc(-c2cccs2)nc1S(=O)(=O)c1ccccc1,-12.0
O=C(CN1C(=O)c2ccc([N+](=O)[O-])cc2C1=O)Nc1nccs1,-5.3
S=C1NCN(CCc2ccccc2)CN1c1ccccc1,-0.5
COC(=O)c1ccc(NC(=O)Cn2c3ccccc3c(=O)c3ccccc32)cc1Br,-25.3
Cc1cc(C)c(/C(O)=C2\C(=O)C(=O)N(c3ccccn3)C2c2cccnc2)c(C)c1 (centres undefined),0.3
O=[N+]([O-])c1cccc(-c2nc(=S)c3c(n2CCCO)CCCC3)c1,-9.7
Cc1ccc2c(c1)C(c1ccccc1)N(C(=O)c1ccco1)CC(=O)N2 (centres undefined),-0.5
Cn1c(=O)c2c(nc(SCCCC#N)n2Cc2c(F)cccc2Cl)n(C)c1=O,0.8
Cc1cccc(NC(=O)CC2SC(N)=NC2=O)c1 (centres undefined),11.0
CC(C)C(NC(=O)C(C)N(c1ccccc1)S(C)(=O)=O)C(C)C (centres undefined),-17.1
Cc1ccnc(NC(=O)C23CC4CC(CC(C4)C2)C3)c1,-9.2
Cc1ccc(Cl)cc1N1COc2ccc3ccccc3c2C1,-5.6
Cn1nnnc1SCC(=O)Nc1ccc(Oc2ccc(Cl)cc2)cc1,2.5
CCOC(=O)c1ccccc1NC(=O)CSc1nc2c(c(=O)n(C)c(=O)n2C)n1C,0.9
CCOC(=O)c1cnc2ccccc2c1Nc1ccc2c(c1)OCCO2,-0.5
COc1ccc(C(=O)Nc2cc(OC)ccc2OC)cc1,2.8

# Some values from the results shown.
# 14-3-3 PPI, `CCSc1oc(-c2cccs2)nc1S(=O)(=O)c1ccccc1` reads -12.0
# 14-3-3 PPI, `CC(C)C(NC(=O)C(C)N(c1ccccc1)S(C)(=O)=O)C(C)C` (centres undefined) reads -17.1
# 14-3-3 PPI, `Cc1cccc(NC(=O)CSc2nnc(-c3ccc(S(=O)(=O)N4CCCC4)cc3)o2)c1` reads 0.7

# The listing picks up, repeating the two entries before the break.
SMILES,14-3-3 PPI
CCOC(=O)c1cnc2ccccc2c1Nc1ccc2c(c1)OCCO2,-0.5
COc1ccc(C(=O)Nc2cc(OC)ccc2OC)cc1,2.8
COC(=O)c1cc2c(=O)n3ccccc3nc2n(CCN2CCOCC2)c1=N,-26.9
O=C1NC(=O)C2(CCCCC2)N1,-8.7
COCCCNC(=O)CN(C1CCCCC1)S(=O)(=O)c1ccc(C)cc1,-1.0
C=CCn1c(=O)c(C(=O)Nc2c(C)cccc2C)c(O)c2ccccc21,-4.2
O=C(O)c1ccc(Oc2ccc(N3C(=O)c4ccc([N+](=O)[O-])cc4C3=O)cc2)cc1,-19.6
O=c1cc(CO)oc(C(Nc2ccccn2)c2ccc(C(F)(F)F)cc2)c1O (centres undefined),-1.7
Cc1cccc(NC(=O)c2c(O)c3cccc4c3n(c2=O)CCC4)c1C,-6.1
COc1cccc(C(=O)Nc2ccc(-c3nnc(-c4ccco4)o3)cc2)c1,-0.9
O=S(=O)(NC1CCCCC1NCc1ccco1)c1ccccc1 (centres undefined),-0.5&-49.7
CCC(=O)NC(c1ccccc1OC)c1ccc2cccnc2c1O (centres undefined),0.9
CC1(C)COCN1S(=O)(=O)c1ccc(C(=O)Nc2nnc(-c3ccc(Cl)s3)o2)cc1,-7.0&-7.0
CCn1cc(Br)c(C(=O)Nc2ccc(OC)cc2)n1,-1.7
Cc1ccc2c(c1)N(CCC(=O)NC(C)c1ccccc1)C(=O)C(C)O2 (centres undefined),-3.3
CCC(=O)Nc1ccc(-c2ccc(NC(=O)CC)c(OC)c2)cc1OC,-2.8
CCN(CC)c1ccc2cc(-c3csc(C)n3)c(=O)oc2c1,-78.2
CCOc1ccc(OC(=O)c2sc3ncn(C)c(=O)c3c2C)cc1,4.3
O=C(CCS(=O)(=O)c1ccc(Br)cc1)Nc1ccccc1C(F)(F)F,-9.5
O=C(NCc1ccc2c(c1)OCO2)c1cc2nc(-c3ccc4c(c3)OCO4)cc(C(F)(F)F)n2n1,-3.7
CCOc1cc(-c2noc(-c3ccncc3)n2)cc(Br)c1OC,-4.8
O=C(c1cccs1)N1CCN=C1SCc1cccc(C(F)(F)F)c1,-1.8
O=C(CN(c1ccc(F)cc1)S(=O)(=O)c1ccccc1)Nc1ccc(S(=O)(=O)N2CCOCC2)cc1,2.0
Cc1ccc(-c2cc(C(=O)NCc3cccnc3)no2)cc1,-0.3
COc1ccc(C2C(C(=O)NCCN3CCOCC3)c3ccccc3C(=O)N2C2CCCCC2)cc1 (centres undefined),-1.2
CCCOc1ccc(=O)n(-c2ccccc2)n1,1.4
Cn1nnnc1SCC(=O)N1CCc2ccccc2C1,-10.7&-2.8

# Continuation:
SMILES,14-3-3 PPI
Cc1nnc(SCc2ccc(Cl)cc2Cl)[nH]c1=O,1.5
COC(=O)C1=C(C)NC(=S)NC1c1ccc(OC(=O)c2ccco2)cc1 (centres undefined),-9.1
O=C(Nc1nnc(C2CCCC2)s1)C1CCN(S(=O)(=O)c2ccc(Cl)cc2)CC1,-1.1
CC12CCCCC1(O)[N+](=O)C1=C(CCCC1)N2[O-] (centres undefined),-8.8
CC(C)NC(=O)CSc1nnc2sc3ccccc3n12,-2.6
CCOc1ccccc1C(=O)NCC(=O)OCC(=O)N1C(C)CCCC1C (centres undefined),2.1
COc1cc(NS(=O)(=O)c2ccc(Nc3nc(-c4ccc(Cl)cc4)cs3)cc2)nc(OC)n1,-0.6
COCCNC(=O)c1cc(-c2ccccc2OC)on1,-0.8
Cc1cc(OCC(=O)N(C)Cc2ccccc2)ccc1Cl,-25.4
CC(=O)c1cccc(N2C(=O)c3ccc(Oc4cccc([N+](=O)[O-])c4)cc3C2=O)c1,-4.0
O=C(Nc1cccc(OC(F)(F)F)c1)c1ccco1,-14.4
CC(C)(C)C1CCc2c(sc(N)c2C(N)=O)C1 (centres undefined),-16.2
CC(=O)OCCNC(=O)Cn1cnc2c1c(=O)n(C)c(=O)n2C,-6.2
CCOC(=O)Cc1nnc2c3ccccc3n(C)c2n1,-3.1
Cc1ccc2oc(-c3ccccc3C(=O)O)cc(=O)c2c1,0.6
CCC(=O)Nc1ccc(S(=O)(=O)Nc2cc(C)on2)cc1,-6.4
CCOC(=O)Cc1ccc(N=Cc2ccc(N3CCOCC3)c([N+](=O)[O-])c2)cc1,4.2
CCOC(=O)c1c(NC(=O)C2CCCCC2C(=O)O)sc(C)c1-c1ccc(F)cc1 (centres undefined),-5.5
COc1cc([N+](=O)[O-])cc(C=Nc2ccc(Cl)c(-c3nc4ccccc4o3)c2)c1O,-189.4
Cc1cccc(C)c1NCC(=O)Nc1c(C)cccc1C,-0.7
N#Cc1c(Cl)ncc2c1Nc1ccccc1C2Sc1ccccc1 (centres undefined),-10.2
O=C(Nc1ccc(Cl)cc1C(F)(F)F)c1cc(S(=O)(=O)N2CCc3ccccc32)ccc1F,0.0
CCc1nnc(NC(=O)c2ccc(S(=O)(=O)NCC(C)C)cc2)s1,-4.3
CN1CCCN(C(=O)Cc2c(Cl)cccc2Cl)c2nc3ccccc3nc21,-4.2
Cc1ccc(-n2c(SCc3cc(=O)n4ccsc4n3)nnc2-c2cccnc2)c(C)c1,-5.8

# (next part)
SMILES,14-3-3 PPI
COc1ccccc1-n1c(N)c(C(=O)NCC2CCCO2)c2nc3ccccc3nc21 (centres undefined),-29.3
CCOC(=O)c1c(NC(=O)CN(CC)CC)sc2c1CCN(C(=O)OCC)C2,1.4
Cc1cccc(C)c1NC(=O)C(NC(=O)c1cnccn1)c1ccccc1 (centres undefined),-18.5
N#Cc1nc(-c2ccccc2F)oc1NCc1ccccc1,-4.4
CCc1nnc(NC(=O)CCC(=O)N2CCN(Cc3ccc(Cl)cc3)CC2)s1,-3.9
CC1CCCC(NC(=O)COC(=O)Cc2cn3ccsc3n2)C1C (centres undefined),3.1
O=C(c1nn(Cc2ccccc2)c(=O)c2ccccc12)N1CCN(c2ccccn2)CC1,-3.0
CC(C)CCNC(=O)c1c[nH]c2ccc(S(=O)(=O)N3CC(C)CC(C)C3)cc2c1=O (centres undefined),-8.1
CC1CC(C)CN(C(=O)CC(C(=O)N2CCc3ccccc32)n2ccnc2)C1 (centres undefined),-6.1
O=C(O)c1ccc2c(c1)C(=O)N(c1ccc(N3C(=O)c4ccc(C(=O)O)cc4C3=O)c(Cl)c1)C2=O,-1.4
Cc1cc(NC(=O)c2noc3c2CCCCC3)no1,-2.9
O=C1CSc2ccc(C(=O)NCCc3ccccc3)cc2N1,-3.5
CCOC(=O)C(NS(=O)(=O)c1ccc(Br)cc1)C(C)C (centres undefined),-7.2&-13.6
COc1ccc(C2Nc3ccccc3C(=O)N2Cc2ccccc2)cc1COc1ccccn1 (centres undefined),-0.1
COc1ccc(Cl)cc1-c1nc(-c2ccncc2)no1,-18.3
Cc1nc2nc(C)c(CCC(=O)NCCC3=CCCCC3)c(C)n2n1,-12.8
Cc1cc(=O)n(-c2ccc(O)cc2)[nH]1,-3.2
O=C(c1cccc(F)c1)N1CCN(S(=O)(=O)c2ccc(C(F)(F)F)cc2)CC1,-8.1
O=C(c1cc(-c2ccccn2)nc2ccc(S(=O)(=O)N3CCOCC3)cc12)N1CCN(c2cccc(Cl)c2)CC1,-39.0
CC(=O)c1ccc(N2C(=O)C3CC=C(Cl)CC3C2=O)cc1 (centres undefined),1.6
CCOC(=O)C(C)(C)NS(=O)(=O)c1c(C)cc(C)cc1C,-4.8
O=[N+]([O-])c1ccc(Cl)c(S(=O)(=O)N2CCC(Cc3ccccc3)CC2)c1,-11.1
O=C(CN1C(=O)C2C3c4ccccc4C(c4ccccc43)C2C1=O)N1CCOCC1 (centres undefined),-3.9
CC(=O)c1c(C)[nH]c(C(=O)N2CCN(Cc3ccc4c(c3)OCO4)CC2)c1C,-11.7
COc1ccc(CCNC(=O)c2cc(S(=O)(=O)N3CCCC(C)C3)ccc2F)cc1OC (centres undefined),3.9

# Next structures
SMILES,14-3-3 PPI
CC(=O)c1c(C)[nH]c(C(=O)N2CCCCC2)c1C,1.7
Cc1nc2c(ccc3nc(NC(=O)c4ccc(S(=O)(=O)N5CCCCC5C)cc4)sc32)s1 (centres undefined),-11.3
Cc1[nH]n2c(=O)cc(Cc3ccccc3)nc2c1C#N,-3.2
Cc1[nH]c2ccccc2c(=O)c1CN1CCCC(C)C1 (centres undefined),5.6
COc1cccc(CN=CC2=C(O)CC(C)(C)CC2=O)c1OC,4.8
COCCn1c(-c2cc(OC)c(OC)c(OC)c2)nc2nc3ccccc3nc21,2.7
CC(C)OC(=O)CSc1nnc2n1C(C)(C)Cc1ccccc1-2,2.6
CCn1c(Cc2ccccc2)nnc1SCC(=O)Nc1ccc(N2CCOCC2)c(Cl)c1,3.1
O=C(Nc1cccc(C(F)(F)F)c1)c1cnc2n(c1=O)CCS2,2.5&-1.3
CCOc1ccccc1NC(=O)CSc1nccn1-c1ccc(Cl)cc1,-5.0
O=C(NC1CCCCC1)c1ccc2c(c1)NC(=O)c1ccccc1N2,0.0
CC1CCCN(C(=O)C2c3ccccc3Oc3ccccc32)C1 (centres undefined),2.1
CCOC(=O)N1CCC(N2Cc3cccc(C(=O)NCc4ccccc4OC)c3C2=O)CC1,-9.7
Cc1ccc(C(=O)CC2(C(F)(F)F)NCCN2)cc1,-4.5
CCOc1ccc(CNC(=O)C2CCC(=O)N2C2CCCCC2)cc1OC (centres undefined),-9.8
Cn1ncc([N+](=O)[O-])c1C(=O)Nc1ccc(Cl)cc1,-2.9
CN(C1CCCCC1)S(=O)(=O)c1ccc(F)c(C(=O)Nc2cccc(F)c2)c1,-3.6
Cn1c(COc2ccccc2)nnc1SCCSc1nnc(COc2ccccc2)n1C,3.8
O=C1CN(C(=O)c2ccco2)C(c2ccccc2)c2cc(Cl)ccc2N1 (centres undefined),1.2&-7.0
Cc1ccc(-c2cc(C(=O)OCC(C)C)c3cccc(C)c3n2)cc1,0.2
CCC(CC)C(=O)Nc1cccc(Br)c1,-8.0
CCOc1cccc2cc(C(=O)NC(C)=O)c(=Nc3ccccc3OC)oc12,-0.7
COc1ccc(-c2nc(NC(=O)C3CCN(c4nc5ccccc5o4)CC3)sc2C)cc1,-13.2
CCOC(=O)COc1ccc2c3c(c(=O)oc2c1C)CCC3,-9.0&-3.7
O=C(Nc1nccs1)c1ccc(Cl)c(S(=O)(=O)N2CCOCC2)c1,-10.1

# Additional structures.
SMILES,14-3-3 PPI
CC1(C)Cc2c(sc3nc(-c4cc5ccccc5o4)n(N)c(=O)c23)CO1,-1.2
Cc1nn(CC(=O)NCC2CCCO2)c(C)c1[N+](=O)[O-] (centres undefined),1.5
COc1ccc(CNC(=O)CCn2c(=O)[nH]c3ccccc3c2=O)cc1,-3.6
Cc1ccc(O)c(NC(=O)CCCn2cnc([N+](=O)[O-])n2)c1,-6.2
C/C=C/COC(=O)c1[nH]c2c(c1C)C(=O)CC(c1ccco1)C2 (centres undefined),-12.7
CCOC(=O)c1cnc2c(C)cc(Cl)cc2c1Nc1ccccc1OC,-4.1
CCc1ccc(C(=O)COC(=O)CNC(=O)c2ccco2)cc1,3.0
O=C(O)c1cc(NCc2ccccc2C(F)(F)F)ccc1N1CCOCC1,-2.2

# Random excerpt: two records from the list, in no set order.
SMILES,14-3-3 PPI
C/C=C/COC(=O)c1[nH]c2c(c1C)C(=O)CC(c1ccco1)C2 (centres undefined),-12.7
Cc1nn(CC(=O)NCC2CCCO2)c(C)c1[N+](=O)[O-] (centres undefined),1.5
